# Bioassay records (PubChem)
# tim10-1 inh: growth inhibitors of tim10-1 mutant yeast, primary screen, luminescence, uHTS; S. cerevisiae tim10-1 ts strain growth, BacTiter-Glo, 24 h; inhibition, % at 20 µM; 2.2% of 330,000 active; AID 463190, 2010;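 active = inhibition of at least 40%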;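 also: mutant grown at 25 °C; 0% = DMSO wells with yeast and 100% = wells holding no yeast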
# TIM10 inh: growth inhibitors of isogenic TIM10 control yeast, primary screen, counter-screen for tim10-1 yeast inhibitor project, luminescence, uHTS; S. cerevisiae TIM10 strain growth, BacTiter-Glo luminescence, 24 h; inhibition, % at 10 µM; 1.4% of 330,000 active; AID 463195, 2010;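 active = inhibition of 40% or more at the single tested concentration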;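 also: wild-type TIM10 isogenic control strain grown at permissive 25 °C; 0% = DMSO yeast wells and 100% = minimal medium wells without yeast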
# XBP1 UPR activ: activators of adaptive XBP1 UPR arm, primary screen, cell-based, CHO-XBP1 luciferase reporter, luminescence, uHTS. AID 463104, 2010. activation, % at 20 µM. 0.33% of 330,000 active. IRE1-XBP1 UPR activation; percent of tunicamycin response, DMSO as zero;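 active = versus positive control, 20 µM dose yields 30% or more activation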;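 also: 100% = tunicamycin at 10 µg/mL and 0% = DMSO only wells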
#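 incubation = overnight seeding at 37 °C, 6 h compound treatment at 37 °C | assay system = CHO-XBP1 cells stably carrying IRE1-XBP1-driven luciferase reporter | input = 1000 cells per well | detection = luciferase luminescence | dosing = single point, 20 µM final compound, 1% DMSO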
# 697 NFkB inh: inhibitors of PMA/ionomycin-induced NF-kB reporter, 697 cells, primary screen, B-cell NF-kB inhibitor project, cell-based, luminescence, uHTS; 697 B-cell NF-kB luciferase reporter, 16 h; inhibition, % at 4 µM; 0.33% of 330,000 active; in the data active = inhibition above about 35%
# tim23-1 inh: growth inhibitors of tim23-1 mutant yeast, primary screen, luminescence, uHTS. S. cerevisiae tim23-1 growth, BacTiter-Glo luminescence, 24 h. inhibition, % at 20 µM. 1.3% of 330,000 active;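 active = growth inhibition of the mutant yeast at or above 50%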;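 also: temperature-sensitive mutant grown at 25 °C; plate controls were DMSO-treated mutant yeast for no effect and medium wells lacking yeast for full effect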
# Mdm2 MdmX PPI: inhibitors of human Mdm2-MdmX association, primary screen, cell-based, luminescence, split luciferase, SaOS-2, uHTS | Protein Mdm4 (Homo sapiens) + E3 ubiquitin-protein ligase Mdm2 (Homo sapiens), … | SaOS-2 split-luciferase Mdm2/MdmX complementation | inhibition, % at 8 µM | 3% of 330,000 active | AID 485346, 2010;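 active = inhibition of at least 50% at 8 µM in the primary screen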
# Target sequence (O15151 whole entry, looked up): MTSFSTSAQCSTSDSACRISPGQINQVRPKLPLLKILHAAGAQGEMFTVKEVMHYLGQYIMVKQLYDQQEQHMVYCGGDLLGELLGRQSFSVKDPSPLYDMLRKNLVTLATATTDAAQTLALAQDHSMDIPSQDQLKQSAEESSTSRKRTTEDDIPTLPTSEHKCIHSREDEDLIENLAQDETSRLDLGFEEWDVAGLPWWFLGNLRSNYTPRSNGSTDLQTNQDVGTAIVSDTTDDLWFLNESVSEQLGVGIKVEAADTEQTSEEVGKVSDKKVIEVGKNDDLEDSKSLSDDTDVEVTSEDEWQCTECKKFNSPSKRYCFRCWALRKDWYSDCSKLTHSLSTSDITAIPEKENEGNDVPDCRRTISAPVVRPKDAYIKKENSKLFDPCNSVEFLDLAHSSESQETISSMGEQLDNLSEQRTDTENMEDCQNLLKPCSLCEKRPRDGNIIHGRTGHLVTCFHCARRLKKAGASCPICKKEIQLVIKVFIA
# Target sequence (Q00987 whole entry, looked up): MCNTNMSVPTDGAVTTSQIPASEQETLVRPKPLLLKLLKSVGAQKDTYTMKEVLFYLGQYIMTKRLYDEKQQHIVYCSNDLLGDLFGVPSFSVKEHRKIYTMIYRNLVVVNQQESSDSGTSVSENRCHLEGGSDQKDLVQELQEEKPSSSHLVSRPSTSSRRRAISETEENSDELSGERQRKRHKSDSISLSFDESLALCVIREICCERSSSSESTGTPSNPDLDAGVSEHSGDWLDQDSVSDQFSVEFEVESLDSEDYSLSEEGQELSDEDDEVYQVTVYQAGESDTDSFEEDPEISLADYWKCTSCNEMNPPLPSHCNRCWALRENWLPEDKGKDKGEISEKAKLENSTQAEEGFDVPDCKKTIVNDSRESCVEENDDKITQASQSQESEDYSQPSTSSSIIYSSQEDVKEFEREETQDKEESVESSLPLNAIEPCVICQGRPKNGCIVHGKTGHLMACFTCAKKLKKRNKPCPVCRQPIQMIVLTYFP
# CHOP UPR activ: activators of apoptotic CHOP UPR arm, primary screen, cell-based, CHO-CHOP luciferase reporter, luminescence, uHTS. UPR activation; percent of tunicamycin response over DMSO baseline. activation, % at 10 µM. 0.34% of 330,000 active. AID 449763, 2010;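 active = at 10 µM dose, activation of 40% or more, normalized to positive control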;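 also: 100% = tunicamycin at 10 µg/mL and 0% = DMSO alone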
#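 Dosing – one dose, 10 µM in 0.5% DMSO · System – CHO-CHOP cells, stable luciferase reporter of PERK-eIF2a-CHOP signalling · Input – 500 cells/well · Control set – tunicamycin 10 µg/mL final as positive, DMSO-only wells as negative · Timing – 6 h compound treatment, 37 °C · Measure – % activation vs tunicamycin · Technique – luminescence read with Steady-Glo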
# Jurkat NFkB inh: inhibitors of induced NF-kB luciferase reporter, primary screen, TCR NF-kB activation inhibitor project, cell-based, luminescence, uHTS; inhibition, % at 4 µM; Jurkat, PMA/ionomycin-induced NF-kB luciferase reporter; 0.53% of 330,000 active; in the data active = inhibition above about 50%
# * hit, by the source's call; . = no result given.
SMILES,tim10-1 inh,TIM10 inh,XBP1 UPR activ,697 NFkB inh,tim23-1 inh,Mdm2 MdmX PPI,CHOP UPR activ,Jurkat NFkB inh
C#CCOc1c(Cl)cc(/C=C2/C(=O)ON=C2C)cc1OCC,3.3,-6.3,-5.7,15.0,3.9,27.9,-2.1,1.5
CCC(C)Oc1ccc(/C=C/c2[nH]c(=O)[nH]c(=O)c2[N+](=O)[O-])cc1OC (stereo unspecified),1.3,-1.7,-1.8,7.5,13.9,11.5,-2.1,-1.3
O=C(OCc1ccccc1)/C(=C/c1ccc(Cl)cc1)NC(=O)c1ccccc1Cl,-12.1,-20.3,-0.1,-8.5,-7.9,30.3,-0.9,0.7
O=C(CCc1nnc(Cc2ccc(-c3ccccc3)cc2)o1)NCCc1cccnc1,-8.2,-2.1,2.1,10.2,15.1,19.0,-1.4,8.7
CCOC(=O)CN1NC2(CCC(C)CC2)NC1=S (stereo unspecified),11.9,-1.7,2.5,-30.9,1.7,21.7,1.1,-12.4
CCCn1c(SCC(=O)NC2CCCCC2C)n[nH]c1=O (stereo unspecified),-1.6,2.4,0.7,-15.4,13.5,1.6,-1.2,1.4
O=C(Nc1sc2c(c1C(=O)O)CCCC2)C(=O)N1CCOCC1,3.3,2.4,-1.4,6.3,-0.6,11.6,2.8,-12.5
CCOCCCNC(=O)C1CCN(c2cc(C)nc3c(-c4ccc(OC)c(OC)c4)c(C)nn23)CC1,20.2,9.5,-1.7,17.6,19.1,8.2,-0.5,25.5
C#CC(=O)N(c1cccc(OC)c1)C(C(=O)NC1CCCC1)c1cccs1 (stereo unspecified),39.2,28.1,-10.6,103.0*,37.1,97.1*,-10.0,98.9*
O=[N+]([O-])c1ccc(Cl)c(S(=O)(=O)Nc2ccc3cn[nH]c3c2)c1,9.0,-3.4,-3.6,6.2,16.1,-19.7,0.5,-5.5
Cc1n(-c2ccccc2)c2ccc(Cl)cc2[n+]1CCO,12.1,13.1,0.0,1.3,6.4,-33.3,1.5,-1.7
Clc1ccc(CSc2nnc3c(n2)[nH]c2ccccc23)cc1,-2.3,13.9,-0.6,-5.7,-1.5,15.7,-1.6,-11.9
Cc1c(CC(=O)NCCCC(=O)O)c(=O)oc2cc3occ(-c4ccccc4)c3cc12,-5.8,5.8,1.1,20.0,3.7,3.4,1.8,17.2
C[C@]12c3[nH]c4ccc(Cl)cc4c3CCN1C(=O)[C@@H](CC(=O)NCc1cccc(C(F)(F)F)c1)C[C@@H]2C(=O)N1CCOCC1,18.3,-6.9,5.5,16.9,35.2,27.7,5.9,.
Cc1cccc(C)c1OCc1nnc(SCC(=O)Nc2ccccc2F)o1,15.7,2.7,0.2,2.5,9.6,-5.1,1.0,-0.2
Cc1ccc([N+](=O)[O-])cc1NC(=O)c1c(-c2ccccc2)noc1C,12.0,9.5,-4.6,6.4,11.2,-8.0,0.8,2.1
Cc1ccc(S(=O)(=O)N2CCCCC2)cc1C(=O)c1nccn1C,14.1,15.5,0.0,10.0,19.8,21.2,0.2,17.1
COc1ccccc1CNC(=O)CN(C)S(=O)(=O)c1ccc2c(c1)c(=O)n(C)c(=O)n2C,20.5,-1.1,-3.9,3.3,9.6,23.4,0.6,12.6
COc1ccc(SC[C@H](CC(C)C)N2CCN(C)CCC2=O)cc1,0.2,8.0,2.0,-15.8,12.1,30.5,2.0,-12.6
CC(=O)c1c(N2CCN(c3ccc(F)cc3)CC2)nc(=S)n(Cc2ccccc2)c1C,33.3,30.1,-2.1,-18.6,29.5,-16.5,-1.3,14.0
COc1ccc(S(=O)(=O)N2CCCCC2)cc1C(=O)N1CCCCCC1,11.8,3.2,-0.5,15.8,12.7,8.6,0.0,-4.9
O=C(NCc1ccccc1)c1cc(S(=O)(=O)N2CCCCC2)ccc1N1CCOCC1,23.3,-14.4,-2.4,18.8,30.9,-1.1,-1.6,-13.0
C/C=C/c1ccccc1OCc1ccc(C(=O)OC)o1,-3.2,-1.8,1.1,-10.2,4.8,12.9,0.9,3.8
Cc1onc(-c2ccccc2)c1C(=O)NNC(=S)NC(=O)c1ccc2c(c1)OCO2,15.4,26.8,-0.7,2.9,48.5,31.8,0.5,2.9
NC(=O)Nc1cccc2ccccc12,12.6,-22.4,-1.6,-22.5,9.5,16.5,2.6,-1.3

# A second format for part of the listing above:
# Values run as follows: tim10-1 inh	TIM10 inh	XBP1 UPR activ	697 NFkB inh	tim23-1 inh	Mdm2 MdmX PPI	CHOP UPR activ	Jurkat NFkB inh
> CCCn1c(SCC(=O)NC2CCCCC2C)n[nH]c1=O (stereo unspecified)
→ -1.6	2.4	0.7	-15.4	13.5	1.6	-1.2	1.4
> O=C(Nc1sc2c(c1C(=O)O)CCCC2)C(=O)N1CCOCC1
→ 3.3	2.4	-1.4	6.3	-0.6	11.6	2.8	-12.5
> CCOCCCNC(=O)C1CCN(c2cc(C)nc3c(-c4ccc(OC)c(OC)c4)c(C)nn23)CC1
→ 20.2	9.5	-1.7	17.6	19.1	8.2	-0.5	25.5
> C#CC(=O)N(c1cccc(OC)c1)C(C(=O)NC1CCCC1)c1cccs1 (stereo unspecified)
→ 39.2	28.1	-10.6	103.0*	37.1	97.1*	-10.0	98.9*
> O=[N+]([O-])c1ccc(Cl)c(S(=O)(=O)Nc2ccc3cn[nH]c3c2)c1
→ 9.0	-3.4	-3.6	6.2	16.1	-19.7	0.5	-5.5

# Additional structures follow.
SMILES,tim10-1 inh,TIM10 inh,XBP1 UPR activ,697 NFkB inh,tim23-1 inh,Mdm2 MdmX PPI,CHOP UPR activ,Jurkat NFkB inh
CCn1c(=O)c2c3c(sc2n2cnnc12)CCC3,23.2,13.7,-5.7,-5.3,6.6,5.0,-1.2,-13.7
O=C(CSc1nc2ccccc2c(=O)[nH]1)c1cccs1,-2.9,-1.7,1.5,7.3,2.6,11.0,-0.1,-9.2
N#C/C(=C(/O)c1ccc([N+](=O)[O-])cc1)c1nnc2n1CCCCC2,-8.2,13.5,0.3,-7.2,22.4,3.3,-1.5,7.2
COCc1cc(C)n(CC(=O)OC)c(=O)c1C#N,-1.9,-2.8,-0.3,-14.7,-6.4,25.3,0.7,-4.2
CCC1(C)OC(=O)N2CCc3c(C)[nH]c4c(C)ccc(c34)C21C (stereo unspecified),19.6,20.8,1.9,32.1,28.8,30.2,-0.3,1.6
CCc1c(C)nc(SC(C(=O)O)c2ccccc2)c(C#N)c1C (stereo unspecified),24.4,8.0,0.1,-25.9,4.1,23.4,1.1,-6.0
Cc1c(Cl)cccc1NC(=O)COC(=O)c1ccc(CN2CCCC2=O)cc1,-6.7,-7.4,0.1,2.2,-4.9,5.5,-0.3,1.7
COC(=O)c1scc(C)c1NC(=O)c1cccc(C#N)c1,0.3,11.2,-1.9,15.6,1.0,16.5,-0.4,16.5
CC(NC(=O)Cc1ccsc1)c1ccc(F)cc1 (stereo unspecified),0.7,-18.8,-1.7,0.5,-8.7,-4.5,-2.6,5.1
CCOC(=O)NC(O)C(=O)c1cccs1 (stereo unspecified),4.7,6.6,-0.9,9.7,7.1,-10.3,-0.3,-6.0
Cc1ccc2c(c1)C(O)(CC(=O)/C=C/C=C/c1ccccc1)C(=O)N2 (stereo unspecified),40.4*,-4.0,3.0,-18.4,29.6,3.4,0.6,-12.1
COc1ccc2oc(N)c(C=O)c(=O)c2c1,-4.1,-4.9,2.0,8.9,3.1,-7.2,0.0,-13.1
CC(/C=C/c1ccc2c(c1)OCO2)=N/NC(=O)C1COc2ccccc2O1 (stereo unspecified),17.8,10.2,-0.3,-19.3,25.2,-24.9,1.4,-5.3
O=C(Nc1ccc2c(c1)OCO2)N1CCN(Cc2ccco2)CC1,8.8,0.1,-2.6,-23.2,-0.3,-16.3,-0.5,-53.4
COC(=O)c1scc(C)c1NC(=O)Nc1ccccc1,-5.3,-8.9,-2.5,10.7,-10.7,25.9,-2.4,-11.8
O=C(NC(NC(=S)Nc1c(Cl)cccc1Cl)C(Cl)(Cl)Cl)OCc1ccccc1 (stereo unspecified),-7.4,-15.7,-0.2,-7.1,-18.6,43.6,-0.5,-10.7
Cc1ccc(OC(=O)NC2CCS(=O)(=O)C2)cc1C (stereo unspecified),-3.0,6.8,1.2,12.2,8.8,5.0,-0.1,3.9
Cc1nnc(SCC(=O)NNC(=O)c2ccco2)n1-c1cccc(Cl)c1,10.1,-1.1,-0.3,-3.2,-5.3,16.1,0.4,-6.0
COC(CN(C)S(=O)(=O)c1cc2c3c(c1)CCC(=O)N3CCC2)OC,-14.7,-2.3,-6.2,13.3,1.3,11.2,1.5,-4.1
CN(C)c1ccc(NC(=O)c2sc(SCC(=O)Nc3nccs3)nc2N)cc1,6.1,5.6,4.2,7.6,14.3,-67.3,4.9,-26.4
O=C(NCC(=O)N(Cc1ccc(F)cc1)C(C(=O)NCC1CCCO1)c1ccccc1)c1ccco1 (stereo unspecified),17.9,2.2,-0.5,12.4,19.6,12.4,-1.0,-10.8
COC(=O)c1sccc1NC(=O)c1ccc(Br)s1,12.4,11.4,3.7,-0.3,0.6,24.1,0.4,-7.0
CC1CCC(=O)N(CCOc2ccccc2)CC1 (stereo unspecified),-18.7,-1.4,-0.7,-25.7,0.9,-23.3,2.4,-7.7
CCc1c(C)nc(SCC(=O)N2CCN(c3ccccc3)CC2)[nH]c1=O,10.1,-7.1,0.6,-3.5,7.4,-12.3,-0.1,-5.4
CN1C(=O)NC(c2ccccc2[N+](=O)[O-])C2=C1CC(C)(C)CC2=O (stereo unspecified),9.1,10.3,-5.8,13.2,3.0,25.4,-0.3,-2.4
SMILES,tim10-1 inh,TIM10 inh,XBP1 UPR activ,697 NFkB inh,tim23-1 inh,Mdm2 MdmX PPI,CHOP UPR activ,Jurkat NFkB inh
CC(=O)N/C(=C\c1ccccc1)C(=O)OCC(=O)N(CC(C)C)c1c(N)n(Cc2ccccc2)c(=O)[nH]c1=O,9.1,3.2,2.7,-15.2,8.4,5.5,0.3,4.4
COc1cccc(C(C)NC(=O)Nc2ccccc2Cl)c1 (stereo unspecified),8.9,-17.3,-1.5,-6.4,20.6,29.9,1.2,2.6
COc1ccccc1OCCSc1ncnc2nc[nH]c12,-5.6,-5.1,4.2,3.3,-11.6,15.4,-1.1,10.0
COC(=O)CNC(=O)c1ccc(NS(=O)(=O)c2cc([N+](=O)[O-])ccc2Cl)cc1,-7.4,-12.5,0.5,14.4,8.6,-23.2,-0.7,-1.2
Cc1ccccc1NC(=S)Nc1ccc2[nH]c(=O)[nH]c2c1,0.2,11.8,-1.3,5.9,-7.2,14.1,0.4,0.6
Cn1c(CN2CCN(CC#N)CC2)c(C#N)c2ccccc21,9.5,10.9,1.6,18.4,-6.2,4.6,0.6,4.8
CCc1ccc(Nc2c([N+](=O)[O-])c(=O)oc3ccccc23)cc1,26.8,21.1,-4.3,-4.5,31.2,36.9,2.6,12.0
COc1cc(CCC(=O)OCC(=O)N(CCC#N)c2ccccc2)cc(OC)c1OC,9.3,2.2,2.5,16.1,6.1,16.8,0.8,13.6
Cc1cccc(OCC(=O)NCC(=O)n2nc(C)cc2C)c1,39.3,10.1,-0.9,0.3,32.5,4.4,-1.6,-3.2
Clc1ccc(-c2nc3ccccn3c2CN2CCCCC2)cc1,14.3,0.3,-2.1,-31.3,-3.1,-19.5,-2.8,12.9

# Random draw from the library. About 6.6% of those tested had a hit in this group.
